Assay outcomes as filed in PubChem BioAssay.
ERK EGF block: EGF-driven ERK pathway inhibition | hit rate 0.41% among 130,000 | AID 1454 | HEK293-V1b, EGF-stimulated phospho-ERK AlphaScreen | Potency, µM (doses to about 11.5 µM), for the others: at the top dose activity change, negative = inhibition, actives largely listed as inhibitors; active = well fitted inhibition curve with a large enough effect; inconclusive = small, poorly fitted or top-dose-only effect, or effect the other way;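 note: plate controls were stimulated vehicle wells for no effect and unstimulated vehicle basal for full effect; nearly all actives have a fitted effect of over 55% in size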
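Cell line HEK293 (stable V1b), low serum overnight. Pretreatment: compound 30 min, 37C. EGF 25 nM, 5 min. Detection: SureFire AlphaScreen, 5 h RT. AC50 via standard Hill equation.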
Numbers without * were called inactive; ? = inconclusive; & = joins results of further samples; [ ] = remark or other dose. Potency is the fitted concentration of half-maximal effect. This is a subset; rates above refer to the full screens.

SMILES	ERK EGF block
COc1ccc2cc(C(=O)C3CCCN(C(=O)/C=C/c4ccccn4)C3)ccc2c1 (stereo unspecified)	-2%
O=C(NC1C=CS(=O)(=O)C1)c1ccccc1 (stereo unspecified)	-3%
Cc1ccc(C)c(N2CCN(C(=O)CN3C(=S)NC(C)(C)CC3C)CC2)c1 (stereo unspecified)	9%
COc1ccc(-c2ccnc3c(C(=O)O)cnn23)cc1	-6%
COc1ccc(-n2c(SCC(=O)Nc3cc(C)on3)nc3c(c2=O)SCC3)cc1	11%
O=C(CNCc1ccc(F)cc1)Nc1ccccc1[N+](=O)[O-]	11%
CN1CCN(C2=Cc3ccccc3Oc3ccc(Cl)cc32)CC1	-9%
Cc1nc2nc(C)c(CCC(=O)NCCCN3CCN(c4cccc(Cl)c4)CC3)c(C)n2n1	1%
Cc1ccc(C)c(NC2=C(Cl)C(=O)OC2OC(C)C)c1 (stereo unspecified)	-13%
Cc1ccc(NC(=O)CSc2nnc(C)n2CC2CCCO2)cc1 (stereo unspecified)	11%
Cc1ccc(N2CCN(S(=O)(=O)c3ccc4c(c3)n(C)c(=O)c(=O)n4C)CC2C)cc1 (stereo unspecified)	-21%
COc1ccccc1N1CCN(/N=C/c2cc([N+](=O)[O-])ccc2Cl)CC1	?
O=C(O)/C(=C\c1ccc(Cl)cc1)c1ccc(F)cc1	-2%
Cc1ccc(NC(=O)CCC2CC(C)(C)OC2=O)cc1 (stereo unspecified)	12%
C#CCOC(=O)Nc1cc(C)n(-c2ccccc2)n1	-13%[57.5 µM]
COc1ccc(CCNC(=O)CC2SC(=NCCc3ccccc3)NC2=O)cc1OC (stereo unspecified)	-1%
N#CCN1CCC(c2cc(-c3ccco3)n[nH]2)CC1	7%
O=C(NNS(=O)(=O)c1ccc(Cl)cc1)c1cc(-c2ccccc2)n[nH]1	2%[57.5 µM]
COc1ccccc1Oc1ccc(NC(=O)c2ccc(Cl)cc2)cc1	-2%
CNc1ccccc1C(=O)OC	-5%[57.5 µM]
O=C(NCc1ccccn1)C1CC(c2ccccc2O)=NO1 (stereo unspecified)	5%
CCNC(=O)CSc1nc(-c2ccc(F)cc2)cs1	1%
NS(=O)(=O)c1ccc(NS(=O)(=O)c2ccc(NC(=S)Nc3ccccc3)cc2)cc1	2%
CCN(CC)CCC(c1cc(OC)c(OC)c(OC)c1)c1c(OC)cc(OC)c2ccc(=O)oc12 (stereo unspecified)	0%[57.5 µM]
O=C(CC1C(=O)NCCN1Cc1c(F)cccc1Cl)NCc1ccccc1 (stereo unspecified)	-5%
NC/C=C\C(=O)O	12%&1%
Cc1ccc(C(=O)CNc2ccccc2C)cc1	-1%
CC(=O)c1ccc(NC(=S)Nc2cccc(Cl)c2C)cc1	5%
COc1ccc(NC(=O)N2CCC3(CC2)CCN(C(=O)c2cnccn2)CC3)cc1	-6%
O=C(O)c1ccc2c(c1)C(=O)/C(=C/c1ccccc1)C2=O	-6%

Of the compounds above, these have a halogen.
SMILES	ERK EGF block
O=C(CNCc1ccc(F)cc1)Nc1ccccc1[N+](=O)[O-]	11%
CN1CCN(C2=Cc3ccccc3Oc3ccc(Cl)cc32)CC1	-9%
Cc1nc2nc(C)c(CCC(=O)NCCCN3CCN(c4cccc(Cl)c4)CC3)c(C)n2n1	1%
Cc1ccc(C)c(NC2=C(Cl)C(=O)OC2OC(C)C)c1 (stereo unspecified)	-13%
COc1ccccc1N1CCN(/N=C/c2cc([N+](=O)[O-])ccc2Cl)CC1	?
O=C(O)/C(=C\c1ccc(Cl)cc1)c1ccc(F)cc1	-2%
O=C(NNS(=O)(=O)c1ccc(Cl)cc1)c1cc(-c2ccccc2)n[nH]1	2%[57.5 µM]
COc1ccccc1Oc1ccc(NC(=O)c2ccc(Cl)cc2)cc1	-2%
CCNC(=O)CSc1nc(-c2ccc(F)cc2)cs1	1%
O=C(CC1C(=O)NCCN1Cc1c(F)cccc1Cl)NCc1ccccc1 (stereo unspecified)	-5%
CC(=O)c1ccc(NC(=S)Nc2cccc(Cl)c2C)cc1	5%

(further entries)
SMILES	ERK EGF block
CCOc1ncccc1C(=O)OCC(=O)N(CC)c1ccccc1	0%
C/C(=N\NC(N)=S)C1(C)CCCCC1	-8%
COc1ccc2cc(/C=N/NC(=O)CN(c3ccccc3)S(=O)(=O)c3ccccc3)c(Cl)nc2c1	3%
CS(=O)(=O)Nc1ccc(C2=NN(S(C)(=O)=O)C(c3ccc4nccnc4c3)C2)cc1 (stereo unspecified)	-4%
CCOC(=O)N1CCC(NC(=O)C2CCN(C(=O)c3cc4oc(C)cc4n3Cc3c(F)cccc3Cl)CC2)CC1	8%
CC(C)c1csc(CN2CCC(N3CCC(C(=O)NCC4CCCO4)CC3)CC2)n1 (stereo unspecified)	-11%
O=C(Cc1ccccc1Cl)N1CCN(c2ncccn2)CC1	12%
COc1ccccc1CNC(=O)/C=C/c1ccc(S(=O)(=O)N2CCOCC2)cc1	2%
COC(=O)c1ccc(C(C(=O)NC2CCCCC2)N(CCc2ccccc2)C(=O)Cc2cccs2)cc1 (stereo unspecified)	4%
S=c1[nH]nc(NCCCN2CCOCC2)s1	15%[57.5 µM]
CCN1CCN(Cc2ccc(NC(=O)c3ccc(C)c(NC(=O)c4c[nH]c5cc(C(F)(F)F)ccc5c4=O)c3)cc2C(F)(F)F)CC1	-5%[57.5 µM]
CC1=NNC(=O)C1C(c1ccccc1)C1C(=O)NN=C1C (stereo unspecified)	3%
CN(C)/C=C/c1onc(-c2c(Cl)cccc2Cl)c1C#N	3%
CC(C1CC1)N(Cc1ccccc1)C(=O)NC(=O)c1cccc(F)c1 (stereo unspecified)	-13%
CCOC(=O)CSc1nc(C)c(CC)c(C)c1C(N)=O	-3%

A few values from the entries so far.
CC(C1CC1)N(Cc1ccccc1)C(=O)NC(=O)c1cccc(F)c1 (stereo unspecified) in ERK EGF block → -13%
CC1=NNC(=O)C1C(c1ccccc1)C1C(=O)NN=C1C (stereo unspecified) in ERK EGF block → 3%
CCOC(=O)CSc1nc(C)c(CC)c(C)c1C(N)=O in ERK EGF block → -3%
COc1ccc2cc(/C=N/NC(=O)CN(c3ccccc3)S(=O)(=O)c3ccccc3)c(Cl)nc2c1 in ERK EGF block → 3%

An excerpt from above in order of their number in ERK EGF block, largest number first.
smiles	ERK EGF block
Cc1ccc(NC(=O)CSc2nnc(C)n2CC2CCCO2)cc1 (stereo unspecified)	11%
CC1=NNC(=O)C1C(c1ccccc1)C1C(=O)NN=C1C (stereo unspecified)	3%
O=C(CC1C(=O)NCCN1Cc1c(F)cccc1Cl)NCc1ccccc1 (stereo unspecified)	-5%

Next part:
SMILES	ERK EGF block
COc1ccc2c(c1)c1ncn(Cc3ccc(F)cc3)c(=O)c1n2C	-14%[57.5 µM]
CC1(C)Oc2ccc3ccc(=O)oc3c2CC1=O	8%
Cn1c(O)c(C2=c3ccccc3=NC2=O)[nH]c1=S	2%
CC(=O)Nc1ccc(OS(=O)(=O)c2ccc(C(C)(C)C)cc2)cc1	-14%
O=C(CSc1n[nH]c(-c2cccnc2)n1)OC1CCCCC1	5%
COc1cc(NC(=O)c2ccc3c(c2)OCO3)ccc1NC(=O)c1ccco1	6%
COc1ccc(C2CC(c3ccc(Br)cc3)=NN2C(=S)Nc2ccccc2)cc1 (stereo unspecified)	4%
Cc1cc(C)n2cc(CSc3nc4ccccc4[nH]3)nc2n1	-7%
O=C(Cn1ccccc1=O)c1ccc(Cl)cc1	-12%
COC(=O)c1cccc(NC(=O)Nc2ccc(Cl)cc2)c1	-2%[57.5 µM]
COCCN(C(=S)Nc1ccc(OC)cc1)C1CCN(C(C)=O)CC1	2%
O=C(OCC1OC2OC3(CCCCC3)OC2C2OC3(CCCCC3)OC12)c1ccccc1 (stereo unspecified)	?
CS(=O)(=O)NCCCCCCNS(C)(=O)=O	-5%
O=C(COC(=O)CNC(=O)c1ccccc1)Nc1nc(-c2ccccc2)cs1	0%
Cc1c(O)c2cccnc2[nH]c1=O	5%
O=C(COC(=O)c1cncc(Br)c1)NC1CCCCC1	6%
O=C1/C(=C/c2ccncc2)SC(=S)N1Cc1ccccc1	?
Cn1nc(C(=O)NCCc2ccc(S(N)(=O)=O)cc2)c2ccccc2c1=O	4%[57.5 µM]
Cc1[nH][nH]c(=O)c1C(c1cc([N+](=O)[O-])ccc1O)c1c(C)[nH][nH]c1=O	0%
CCN1CCN(C(=S)Nc2ccc(Cl)c(Cl)c2)CC1	2%
Cc1ccc(S(=O)(=O)NNC(=O)c2ccncc2)cc1	4%
O=S(=O)(Cc1ccccc1)Cc1cnc(Cl)s1	-7%
COC(=O)c1ccccc1NC(=O)Nc1cc(C)ccn1	-9%
Cc1ccccc1S(=O)(=O)/N=C(/c1ccccc1)N1CCOCC1	1%
COC(=O)c1ccccc1NC(=S)N(Cc1ccc2c(c1)OCO2)Cc1cc2ccc(C)cc2[nH]c1=O	5%
CC(C)NC(=O)N1CC[C@@]2(CCCN(C(=O)c3ccncc3)C2)C1	7%
O=C(NCCC1=CCCCC1)C(=O)NCC1OCCCN1S(=O)(=O)c1cc(F)ccc1F (stereo unspecified)	3%
COc1ccc(N(CC(=O)NCc2ccc(C)cc2)S(=O)(=O)c2c(C)nn(C)c2C)cc1	13%
CCN(CC(=O)NCc1cccs1)S(=O)(=O)c1ccc(NC(C)=O)cc1	-6%
CCN(CC)C(=O)/C(=C\c1ccncc1)NC(=O)c1ccccc1	-3%

Brought forward from above: 3 entries, then new ones.
SMILES	ERK EGF block
COc1ccc(N(CC(=O)NCc2ccc(C)cc2)S(=O)(=O)c2c(C)nn(C)c2C)cc1	13%
CCN(CC(=O)NCc1cccs1)S(=O)(=O)c1ccc(NC(C)=O)cc1	-6%
CCN(CC)C(=O)/C(=C\c1ccncc1)NC(=O)c1ccccc1	-3%
CC(C)[C@@H](C(=O)N1CCNCC1)n1cc(CCO)nn1	-4%[57.5 µM]
CCCNC(=O)CCCCn1c(=S)[nH]c2c([nH]c3ccc(OC)cc32)c1=O	-1%
C[C@]1(C(=O)NCc2cc(F)cc(C(F)(F)F)c2)C=C[C@@H](Cc2ccccc2)N1C(=O)c1ccccc1	-10%&-7%
CC1=CC2=NC(=O)/C(=C/c3cccs3)C(=N)N2O1	-6%[57.5 µM]
CC(C)NC(=O)COC(=O)c1cncc(Br)c1	-12%
O=C(NCC1CCCO1)C(=O)NCC(c1ccco1)N1CCN(c2ccccc2)CC1 (stereo unspecified)	27%
COc1ccc2[nH]c3c(=O)n(CCCCCC(=O)NCCC(C)C)c(=S)[nH]c3c2c1	-1%
O=C(Nc1ccc(N2CCOCC2)c(Cl)c1)c1ccc(Cl)cc1	?
O=C(O)C1CN(CCCP(=O)(O)O)CCN1 (stereo unspecified)	8%
CC1=NC(C)(C)Cc2cc(C)c(C)cc21	-4%
COC(=O)[C@@]1(Cc2ccc(OC)cc2)[C@H]2c3cc(C(=O)N(C)C)n(Cc4ccc(Cl)c(C(F)(F)F)c4)c3C[C@H]2CN1C(=O)c1ccccc1	0%
Cc1ccc(C2NC(C(=O)O)CS2)cc1 (stereo unspecified)	-2%
CCCC(=O)Nc1cc(C(=O)O)ccc1S(=O)(=O)c1ccc(C)cc1	-1%
COc1ccccc1/C=N/NC(=O)C(=O)Nc1ccccc1OC(F)(F)C(F)F	8%
O=C(N/N=C/c1ccc[nH]1)c1cc(-c2cccs2)nc2ccccc12	0%
CC(C)CCNC(=O)c1cc(S(=O)(=O)N2CCCCC2)ccc1N1CCOCC1	-6%[57.5 µM]
Cc1cc(Br)cc(C)c1NC(=O)c1ccccc1[N+](=O)[O-]	7%
O=C(N(c1ccccc1)c1ccccc1)n1ccnc1	4%
Cc1ccc(C(=O)OCC(=O)c2cc(C)n(CC3CCCO3)c2C)cc1 (stereo unspecified)	-4%
CCCOc1ccc(N2CC(C(=O)Nc3ccccc3OC)CC2=O)cc1 (stereo unspecified)	-4%
CCOC(=O)C1(CC2CCCCO2)CCN(Cc2ccc(OC)cc2F)CC1 (stereo unspecified)	-12%[57.5 µM]
O=c1oc2ccccc2c(N2CCCCC2)c1[N+](=O)[O-]	9%
COCCCNS(=O)(=O)c1ccc2c3c(cccc13)C(=O)S2	-1%
COc1cc(/C=C2\S/C(=N/S(=O)(=O)Cc3ccccc3)NC2=O)c([N+](=O)[O-])cc1OC	-6%[57.5 µM]
O=C(NCC1CCCO1)/C(=C\c1cccc([N+](=O)[O-])c1)NC(=O)c1ccccc1 (stereo unspecified)	-16%
N#C/C(=N\Nc1ccc(S(=O)(=O)N2CCc3ccccc32)cc1)C(N)=S	3%
CN(c1ccc(OCC(=O)OCC(=O)NCc2ccco2)cc1)S(=O)(=O)c1ccc2ccccc2c1	3%
O=C(Cc1ccccc1)N1CCN(C(=O)c2ccco2)CC1	-8%
Cc1cnc(C(=O)Nc2cccc(S(=O)(=O)N(C)C)c2)cn1	3%
COc1ccc(CC(=O)N2CCN(S(=O)(=O)c3cccs3)CC2)cc1OC	12%[57.5 µM]
C=CCn1c(-c2ccc(Cl)cc2)cnc1SC(C)C(=O)NC(N)=O (stereo unspecified)	-2%
OCCSc1nc(-c2ccccc2)nc2ccc(F)cc12	2%
Cn1cccc1C(=O)c1cccc([N+](=O)[O-])c1	-8%
COC(=O)c1cc2c(C)[nH]c(C)c2cc(C(=O)OC)c1=O	5%
Cn1cc(Br)c(C(=O)N/N=C/c2cccc(OC3CSC3)c2)n1	7%
CCOc1ccccc1N1CCN(S(=O)(=O)c2cc(C)ccc2OC)CC1	-2%
O=C(Cn1c(O)c(N=NC(=O)c2ccncc2)c2ccccc21)Nc1ccccc1	4%[57.5 µM]
NC1=NC2(CCCC2)n2c(nc3ccccc32)N1	1%
COC1=C(OC)C(=O)C(CCCCCCCCCCO)=C(C)C1=O	?
CN(C)c1nc(N)nc(N(c2ccccc2)c2ccccc2)n1	-13%
N=c1ccn(CC(=O)c2ccc(-c3ccccc3)cc2)cc1	1%
Cc1cc(C)c2cc(C)c(SCC(=O)NCc3ccco3)nc2c1	8%
COc1ccc(S(=O)(=O)N2CCC(C(=O)OCC(=O)c3ccccc3)CC2)cc1[N+](=O)[O-]	-5%
